HCMV antiviral: inhibitors of human cytomegalovirus; 4.5% of 410,000 active; HFF cells, HCMV-luciferase reporter, 72 h; stronger effect = lower value; activity change, negative = inhibition, % at 57.5 µM; in the data active = activity change below about -60%; inconclusive = no clear call, values can overlap the other calls; inactive = above about -39%
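Two compound doses tested in HFFs infected with HCMV-luciferase, MOI 1 PFU/cell, 72 h at 37C. Lysate luminescence read with OneGlo; data normalized against buffer-only and 10uM Salinomycin inhibitor controls.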
Giardia FBPA inh: blocks Giardia fructose-bisphosphate aldolase activity. purified Giardia FBPA. Potency, µM (doses to about 59.6 µM), inactives show top-dose activity, negative = inhibition, most hits filed as inhibitors. 0.71% of 290,000 active. AID 2451; also: potency is read from the fitted curve at half-maximal effect; nearly all actives have a fitted effect of over 55% in size
Target sequence (A8B2U2 whole entry, looked up): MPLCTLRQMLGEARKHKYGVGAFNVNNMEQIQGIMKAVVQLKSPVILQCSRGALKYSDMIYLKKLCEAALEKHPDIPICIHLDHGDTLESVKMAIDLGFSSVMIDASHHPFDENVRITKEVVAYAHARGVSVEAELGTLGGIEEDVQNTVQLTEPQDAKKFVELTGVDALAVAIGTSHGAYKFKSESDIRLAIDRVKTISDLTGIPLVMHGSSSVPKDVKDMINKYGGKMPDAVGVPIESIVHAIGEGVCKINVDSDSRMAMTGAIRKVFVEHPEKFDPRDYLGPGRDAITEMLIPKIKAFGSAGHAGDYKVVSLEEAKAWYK
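Giardia FBPA (40 nM reagent) was preincubated 10 min at RT with compound (up to 57.5 uM final), then substrate plus GAPDH/TPI/NAD/arsenate coupling system with diaphorase/resazurin was added; resorufin fluorescence (525/598 nm) was read after 20 min.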
AMA1 RON2 block: inhibitors of Plasmodium falciparum AMA1-RON2 interaction; AID 720542; Potency, µM (highest dose often 58.2 µM), inactives show at the top dose activity change, negative = inhibition, actives largely listed as inhibitors; 0.2% of 360,000 active; AlphaScreen AMA1-biotinylated RON2 peptide binding;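 also: potency is read from the fitted curve at half-maximal effect; 0% = vehicle wells and -100% = peptide control; nearly all actives have a fitted effect of over 45% in size; some results filed as inactive show a strong effect at the top dose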
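AMA1 (3D7) with his tag at 25 nM final met compounds first, then biotinylated RON2 peptide at 25 nM; detection used donor plus acceptor beads, 10 µg/mL apiece, read by AlphaScreen after 30 min at room temperature.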
AmpC no deterg: blocks E. coli AmpC beta-lactamase in detergent-free assay; 0.52% of 330,000 active; P00811; AmpC nitrocefin hydrolysis, absorbance 480 nm, 0.0001% Triton; AID 485341; Potency, µM (highest dose often 57.1 µM), for the others: top-dose activity change, negative = inhibition, usual class: inhibitors;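 also: potency is read from the fitted curve at half-maximal effect; plate controls were no compound for no effect and no enzyme for full effect; nearly all actives have a fitted effect of over 20% in size; some results filed as inactive show a strong effect at the top dose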
Target sequence (P00811 whole entry, looked up): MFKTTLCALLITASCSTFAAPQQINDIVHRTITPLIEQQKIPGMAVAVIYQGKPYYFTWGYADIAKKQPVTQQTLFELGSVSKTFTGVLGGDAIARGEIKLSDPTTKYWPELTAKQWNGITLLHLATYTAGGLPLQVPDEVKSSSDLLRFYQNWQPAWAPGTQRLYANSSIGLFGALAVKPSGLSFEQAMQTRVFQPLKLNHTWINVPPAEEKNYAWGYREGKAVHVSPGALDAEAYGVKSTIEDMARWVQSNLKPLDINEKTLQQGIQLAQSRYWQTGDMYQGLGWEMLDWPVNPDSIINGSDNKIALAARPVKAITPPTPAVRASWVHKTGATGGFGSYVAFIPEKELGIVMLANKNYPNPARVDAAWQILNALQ
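AmpC (5.3 nM in the dispensed reagent) in 20 mM phosphate pH 7.0 with 0.01% (detergent screen) or 0.0001% Triton X-100 was preincubated with compounds for 15 min at room temperature. Nitrocefin was then added from an 800 uM solution, and hydrolysis was followed at 480 nm.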
AmpC inh detg: inhibitors of E. coli AmpC beta-lactamase with detergent | P00811 | AmpC hydrolysis of nitrocefin, absorbance 480 nm, 0.01% Triton | Potency, µM (doses to about 114 µM), for the others: at the highest dose activity change, negative = inhibition, actives largely listed as inhibitors | 0.041% of 370,000 active | AID 485294;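 also: potency is read from the fitted curve at half-maximal effect; 0% = no-compound wells and -100% = no-enzyme wells; nearly all actives have a fitted effect of over 25% in size; some results filed as inactive show a strong effect at the top dose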
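20 mM phosphate pH 7.0 + 0.01% (detergent screen) or 0.0001% Triton X-100; 5.3 nM AmpC reagent; cpd preinc 15 min RT; nitrocefin (800 uM stock) to start; A480 q20 s × 4 min; Activity was normalised to no-enzyme and no-compound control wells.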
Sm TGR inh: S. mansoni TGR enzyme inhibition; Q962Y6; purified TGR, DTNB reduction, TNB absorbance 405 nm; Potency, µM (titrated, usually from 114 µM), without a hit: top-dose activity change, negative = inhibition, most hits filed as inhibitors; 3% of 360,000 active; AID 485364; also: potency is read from the fitted curve at half-maximal effect; nearly all actives have a fitted effect of over 60% in size
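Kinetic colorimetric format: TGR-catalysed, NADPH-driven DTNB reduction monitored via TNB absorbance. Enzyme dispensed at 20 nM; compound exposure 15 min at room temperature before reaction start.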
* marks the source's active call; other numbers are inactive results; ? = inconclusive; nt = not tested or not shown; & = joins results of further samples; [ ] = another dose, or the depositor's remark. Unless noted, calls follow the shape of the dose curve; as a rule, active = well fitted curve in the direction sought with a large enough effect; inconclusive = small, poorly fitted or top-dose-only effect, or another doubt; inactive = no such curve, though single readings can be large; an effect the other way counts as inactive or inconclusive. Unless noted, % is scaled to controls: 0 for no effect and ±100 for the full control effect.

Under each structure: HCMV antiviral | Giardia FBPA inh | AMA1 RON2 block | AmpC no deterg | AmpC inh detg | Sm TGR inh
> COc1ccc(NC(=O)CN(C)C(=O)c2cnc(Cl)c(Cl)c2)cc1
→ 4.2 | nt | -9.2% | 1.7% | -4.7% | -4.8%
> COc1cccc(-c2nc(SCC(=O)NC3CCCC3)c(-c3ccccc3)[nH]2)c1
→ -29.6 | nt | nt | nt | 10.1% | 7.9%
> Cc1ccc(NC(=O)Cn2nc(C)c([N+](=O)[O-])c2C)cc1C
→ -11.2 | 5.4% | -3.6% | -19.0% | -0.1% | nt
> COC(=O)c1sccc1Oc1ccc(Cl)cc1N1C(=O)CCC1=O
→ -4.7 | 3.2% | -13.9% | 1.3% | -6.2% | -1.2%
> O=C(CNC(=O)[C@@H]1Cc2ccccc2CN1)NCc1ccco1
→ -23.7 | -27.2% | 32.6%[activator] | -1.2% | -10.0% | -29.7%
> O=C(O)c1cccc(S(=O)(=O)Nc2ccccc2N2CCOCC2)c1
→ -32.7 | 3.9% | 8.6% | -15.7% | -0.5% | -7.8%
> COc1ccc(OC)c(NC(=O)c2ccc3c(c2)C(=O)N(CC2CCCO2)C3=O)c1 (stereo not drawn)
→ -66.5* | nt | -21.4% | -3.5% | -4.7% | 6.1%
> CC(=O)Nc1cccc(C(=O)Nc2ccc(S(=O)(=O)NC3=NCCCCC3)cc2)c1
→ -15.6 | nt | 3.1% | -29.4% | ? | 0.1%
> CCCN(CCC)C(=O)c1ccc2c(c1)S(=O)(=O)c1ccccc1C2=O
→ -20.1 | nt | -6.4% | 11.9% | -0.1% | 0.3%
> CC(C)COC(=O)N1C[C@H](O)C[C@H]1C(=O)Nc1ccc(Cl)cc1
→ 5.9 | 2.0% | -1.2% | 2.1% | -0.9% | 5.3%
> C[C@H](NC(=O)c1ccccc1Cl)C(=O)OCC(=O)NNC(=O)c1cccs1
→ -15.7 | nt | 28.5% | -5.3% | -6.3% | 3.8%
> CCc1ccc(NC(=O)C(C)OC(=O)Cc2cc(OC)c(OC)c(OC)c2)cc1 (stereo not drawn)
→ 25.1 | nt | 4.6% | 109.4%[activator] | nt | nt
> CN(C)C(=O)Oc1ccc2nnc3ccnn3c2c1
→ nt | -5.5% | -5.9% | -2.6% | ? | -24.5%
> COC(=O)c1noc(C)c1-c1ccnn1C(=O)c1ccc(Cl)cc1
→ 3.3 | 2.1% | 3.1% | 72.0% | -2.9% | -1.4%
> Cc1ccc(N2CC(C(=O)NC3=NCCS3)CC2=O)cc1 (stereo not drawn)
→ 39.6 | -0.9% | 0.3% | -4.5% | -15.6% | -3.4%
> O=C(CNC(=O)c1nc[nH]c1C(=O)NCc1ccccc1)OCc1ccccc1
→ -4.2 | -13.3% | 152.8%[activator] | 0.1% | -2.5% | 9.1%
> O=C(CN1C(=O)NC2(CCCC2)C1=O)Oc1ccc2ccc(=O)oc2c1
→ -12.2 | nt | 0.0% | -19.9% | -13.7% | 56.2µM*
> O=C(Cn1cnc2c(OCc3ccccc3)ncnc21)NCC1CCCO1 (stereo not drawn)
→ -5.7 | nt | -5.2% | -7.1% | nt | nt
> O=C1CC(Sc2nnnn2C2CCCCC2)C(=O)N1c1ccccc1 (stereo not drawn)
→ -69.2* | 6.3% | -5.6% | -4.4% | -7.0% | 3.16µM*
> COc1ccccc1-c1nc(SCC(=O)N2CCC(C(N)=O)CC2)n[nH]1
→ 34.4 | nt | -22.5% | -6.7% | 1.8% | -1.6%
> COc1ccccc1Cc1nc2ccccc2nc1SCC(=O)Nc1ccccc1C(F)(F)F
→ -37.5 | nt | nt | nt | -1.4% | -4.9%
> COc1ccc(CNC(=O)c2cc3c(=O)n(C)c4ccccc4c3n2C)c(OC)c1
→ -4.0 | nt | nt | nt | 10.8% | 5.5%
> O=c1cc(Nc2ccc3c(c2)OCCO3)[nH]c(=O)n1Cc1ccc(F)cc1
→ -5.3 | -0.6% | 9.4% | -26.1% | 5.5% | 6.4%
> Cc1ccccc1NC(=O)CN1CCN(C(=O)c2ccco2)CC1
→ -13.4 | nt | -10.9% | -9.9% | 6.5% | -5.9%
> O=C(Cc1ccc(Cl)cc1)NNc1c(F)c(F)cc(F)c1F
→ -31.9 | 2.4% | -0.1% | -21.2% | -11.0% | 4.2%
> O=C(CN1CCN(c2ccccc2)CC1)Nc1ccncc1
→ ? | 11.2% | 0.9% | -14.5% | -2.7% | -12.6%
> NC(=O)COC(=O)CCCc1nc2ccccc2s1
→ -8.0 | 1.4% | 12.5% | -1.8% | 1.3% | -1.4%
> Cc1ncc(CO)c(/C=N/NC(=O)c2ccoc2C)c1O
→ -11.2 | nt | 79.1%[activator] | -9.5% | -11.0% | -6.6%
> [2H]C(CCOS(N)(=O)=O)c1ccccc1 (stereo not drawn)
→ -21.8 | -4.6% | 14.3% | -11.6% | -8.3% | 1.0%
> CCCCCCSc1cc(-c2nc3ccc(Cl)cn3c2NC2CCCCC2)ccc1OC
→ 40.0 | nt | -2.9% | -10.3% | -1.4% | -2.3%
> CCS(=O)(=O)c1ncc(Cl)c(C(=O)N2CCN(c3cccc(Cl)c3)CC2)n1
→ -100.6* | nt | nt | nt | 0.6% | 7.08µM*
> O=C(CN1C(=O)NC2(CCCc3ccccc32)C1=O)NCC(F)(F)F (stereo not drawn)
→ 26.3 | 5.4% | 5.3% | -0.8% | -2.1% | 2.4%
> CCC(O)(C(=O)Nc1ccccc1C(F)(F)F)c1ccccc1OC (stereo not drawn)
→ -6.5 | nt | 10.8% | 4.2% | -7.6% | -13.9%
> Cc1noc(NS(=O)(=O)c2ccc(NC(=O)c3ccccc3NS(=O)(=O)c3ccc(F)cc3)cc2)c1C
→ 10.6 | nt | -7.5% | -26.7% | nt | nt
> OCCN(CCO)CC(O)CN(c1ccccc1)c1ccccc1 (stereo not drawn)
→ 15.3 | -7.2% | -1.4% | -4.7% | 0.6% | 1.1%
> CC(C)CC(=O)Nc1ccc(C(=O)CN2C(=O)NC3(CCOc4ccccc43)C2=O)cc1 (stereo not drawn)
→ 3.0 | nt | -17.9% | -29.9% | 0.0% | -20.5%
> Cc1c2cnn(-c3ccccc3)c(=O)c2c(C)n1CCCC(=O)Nc1cccc(F)c1
→ -6.0 | nt | nt | nt | 19.1% | ?
> O=C(CN1CCN(C2CCCCC2)CC1)c1c[nH]c2ccccc12
→ 129.0 | -1.0% | -7.4% | -27.9% | 4.6% | -3.3%
> COc1ccc(N2CCN(CCNC(=O)Nc3ccc(C)c(Cl)c3)CC2)cc1
→ -11.7 | 1.8% | -5.0% | 40.2% | -0.4% | -3.0%
> C=CCCCCCCCCC(=O)NN
→ 10.4 | 13.2% | 22.7% | -5.1% | -3.0% | -7.3%
> CCCCC(=O)NC1=C(C(=O)OC)SCC1
→ -38.4 | -0.5% | 13.0%[2.32 µM] | -21.9% | -4.1% | -16.5%
> CCOc1ccc(S(=O)(=O)N2CCCC(C(=O)NCc3cccnc3)C2)cc1Cl (stereo not drawn)
→ -33.4 | 2.9% | 11.3% | 64.4%[activator] | 1.2% | -5.9%
> COc1ccc(S(=O)(=O)Nc2cc3c4c(c2)CCN4C(=O)CC3)cc1OC
→ -12.3 | nt | 5.4% | -12.0% | ? | 1.3%
> COc1ccc(C2=NOC(C(=O)N3CCN(C(=O)c4ccco4)CC3)C2)cc1OC (stereo not drawn)
→ -11.5 | 10.3% | 0.0% | -6.8% | ? | 5.4%
> CCOc1ccccc1CNC(=O)c1cc2cc(S(=O)(=O)N3CCCCC3)ccc2n1C
→ 31.3 | nt | nt | nt | -1.2% | -0.6%

A stretch from the list above:
Under each structure: HCMV antiviral | Giardia FBPA inh | AMA1 RON2 block | AmpC no deterg | AmpC inh detg | Sm TGR inh
> COc1ccc(S(=O)(=O)Nc2cc3c4c(c2)CCN4C(=O)CC3)cc1OC
→ -12.3 | nt | 5.4% | -12.0% | ? | 1.3%
> COc1ccc(C2=NOC(C(=O)N3CCN(C(=O)c4ccco4)CC3)C2)cc1OC (stereo not drawn)
→ -11.5 | 10.3% | 0.0% | -6.8% | ? | 5.4%
> CCOc1ccccc1CNC(=O)c1cc2cc(S(=O)(=O)N3CCCCC3)ccc2n1C
→ 31.3 | nt | nt | nt | -1.2% | -0.6%

Later entries
Under each structure: HCMV antiviral | Giardia FBPA inh | AMA1 RON2 block | AmpC no deterg | AmpC inh detg | Sm TGR inh
> COc1ccc(/C=C/C(=O)c2ccc3c(c2)OCO3)cc1OC
→ ? | nt | -7.8% | -15.6% | 5.5% | -3.2%
> COC(=O)c1ccccc1NC(=O)Cn1c(=O)n(Cc2ccc(C(=O)NCc3ccc4c(c3)OCO4)cc2)c(=O)c2ccccc21
→ -24.2 | nt | nt | nt | 11.4% | 3.3%
> CCCCn1nc(C(=O)N[C@@H](CCSC)c2nc3ccccc3[nH]2)c2ccccc2c1=O
→ -17.2 | 4.0% | -3.5% | nt | -4.3% | 0.1%
> COC(=O)c1ccc(NC(=O)CC2C(=O)N(c3ccccc3)C(=O)N2Cc2cccs2)cc1 (stereo not drawn)
→ 5.9 | nt | nt | nt | 4.1% | 7.0%
> CCOC(=O)c1c(C)n(C)c2ccc(OCC(N)=O)cc12
→ ? | -6.1% | 0.0% | ? | ? | 2.4%
> O=C(O)CCCNS(=O)(=O)/C=C/c1ccccc1
→ 6.6 | 10.6% | 6.0% | -7.5% | 1.9% | 21.2%
> CC1CN(c2cc(-c3ccccc3)c3ccccc3n2)CC(C)O1 (stereo not drawn)
→ -19.7 | 0.4% | 45.9%[activator] | 78.4%[activator] | 1.5% | 6.6%
> O=C(/C=C/c1ccco1)N1CCN(S(=O)(=O)/C=C/c2ccccc2)CC1
→ 0.6 | -3.1% | -16.9% | 42.8% | -8.2% | 12.6µM*
> CCCCCn1c(=NC(=O)c2ccco2)c(C(=O)OCC)cc2c(=O)n3ccccc3nc21
→ -31.6&-12.0 | -1.6% | 9.5%&-1.9% | -2.0% | ? | ?
> CC1CCN(S(=O)(=O)c2cnc[nH]2)CC1
→ -4.8 | nt | -13.4% | -15.8% | -7.1% | -0.2%
> Cc1ccc(SC(C)C(=O)Nc2ccccc2C(=O)N2CCOCC2)cc1 (stereo not drawn)
→ 9.9 | 0.4% | 1.8% | -14.3% | ? | -7.8%
> Cc1ccc(CCNC(=O)c2cc(-c3ccc(Cl)cc3)n[nH]2)cc1
→ 6.3 | nt | nt | nt | 10.1% | 7.1%
> O=C(Oc1ccc2c(=O)c(Oc3ccc4ccccc4c3)coc2c1)c1cncc(Br)c1
→ 24.3 | -2.6% | 162.3%[activator] | -33.5% | 5.4% | -3.0%
> O=C(Nc1ccc2c(c1)C(=O)NC2=O)c1ccc(Cl)s1
→ ? | 0.9% | 5.0% | -13.8% | -4.7% | -0.9%

From PubChem BioAssay
